Compound activity deposited in PubChem BioAssay by several laboratories.
MKP-1 inh: blocks human MKP-1 phosphatase activity. P28562. recombinant MKP-1, OMFP hydrolysis fluorescence. inhibition, %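 (compounds tested at a single concentration somewhere between 10 and 100 µM)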. 65,000 tested, 0.15% active. AID 374;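 active means inhibition above about 50%, limit read from the data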;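 further: 0% = DMSO max control wells and 100% = wells with enzyme stopped by NaOH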
Target sequence (P28562 whole entry, looked up): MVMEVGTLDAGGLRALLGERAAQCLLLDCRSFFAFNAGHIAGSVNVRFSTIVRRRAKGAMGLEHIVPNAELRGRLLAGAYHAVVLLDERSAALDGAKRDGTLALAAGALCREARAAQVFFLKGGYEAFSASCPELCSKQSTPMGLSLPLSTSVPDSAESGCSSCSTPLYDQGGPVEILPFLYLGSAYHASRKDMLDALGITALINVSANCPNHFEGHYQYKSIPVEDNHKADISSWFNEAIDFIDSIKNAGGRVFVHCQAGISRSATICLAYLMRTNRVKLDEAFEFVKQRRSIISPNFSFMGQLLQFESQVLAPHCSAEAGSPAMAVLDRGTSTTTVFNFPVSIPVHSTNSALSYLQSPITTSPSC
CatB block: human cathepsin B inhibition. inhibition, %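 (tested at 10 µM)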. P07858. AID 453. 63,000 tested, 0.1% active. purified cathepsin B, fluorogenic substrate, fluorescence; in the data active means inhibition above about 21%;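 further: 0% = enzyme with no compound and 100% = no enzyme blank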
AP complement: orthogonal test for alternative complement pathway inhibitors. Human serum alternative complement pathway, LPS-coated ELISA, C3 deposition; tested in compound mixtures. inhibition, % at 5 µM. 62,000 tested, 0.08% active;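 active means inhibition above 30% in each of the two pooled mixtures holding the compound, so the lower value exceeds 30%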;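 further: 0% = serum in Mg-EGTA without compound and 100% = EDTA serum blank; some compounds past the cut are filed as inactive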
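Test system: human serum complement alternative pathway, C3 deposition onto LPS / Medium: Mg2+-EGTA GVB++ buffer containing human serum at 1:15 dilution / Probe or stimulus: Plate-bound LPS / Times: 1 h at 37 °C / Signal: ELISA with HRP anti-human C3 antibody, TMB substrate, absorbance 450 nm / Measure: percent inhibition / Repeats: two pool placements per compound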
CatB mixtures: inhibitors of human cathepsin B in compound mixtures | P07858 | Purified cathepsin B, AMC dipeptide fluorescence | inhibition, %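 (ten-compound pools at 5 µM per compound and 50 µM total)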 | 62,000 tested, 0.06% active | AID 488; in the data active means inhibition above about 22%, passing the limit was not always enough;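 further: 0% = enzyme without compound and 100% = no enzyme blank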
E coli RNAP: inhibitors of Escherichia coli RNA polymerase | inhibition, %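 (tested at 10 µM)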 | P0A8V2 | 62,000 tested, 0.2% active | E. coli RNA polymerase, fluorescence transcription assay; in the data active means inhibition above about 20%;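 further: 0% = enzyme without compound and 100% = no enzyme blank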
Hsp90 block: displaces geldanamycin probe from tumor Hsp90; P07900; NCI-N417 lysate Hsp90, Cy3B-geldanamycin FP displacement; inhibition, % at 30 µM; 64,000 tested, 0.35% active;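 active means inhibition above 50%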;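 further: 0% = tracer plus lysate wells and 100% = tracer alone without lysate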
D1 mod: D1 dopamine receptor (human) allosteric modulation; HEK293 D1, CRE-luciferase, dopamine EC30 potentiation; actives deviate in either direction; P21728; 58,000 tested, 5.9% active; B-score at 10 µM;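 active means luminescence count or its row- and column-corrected plate score outside the 99.7% band of the plate's sample wells, on either side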
Target sequence (P21728 whole entry, looked up): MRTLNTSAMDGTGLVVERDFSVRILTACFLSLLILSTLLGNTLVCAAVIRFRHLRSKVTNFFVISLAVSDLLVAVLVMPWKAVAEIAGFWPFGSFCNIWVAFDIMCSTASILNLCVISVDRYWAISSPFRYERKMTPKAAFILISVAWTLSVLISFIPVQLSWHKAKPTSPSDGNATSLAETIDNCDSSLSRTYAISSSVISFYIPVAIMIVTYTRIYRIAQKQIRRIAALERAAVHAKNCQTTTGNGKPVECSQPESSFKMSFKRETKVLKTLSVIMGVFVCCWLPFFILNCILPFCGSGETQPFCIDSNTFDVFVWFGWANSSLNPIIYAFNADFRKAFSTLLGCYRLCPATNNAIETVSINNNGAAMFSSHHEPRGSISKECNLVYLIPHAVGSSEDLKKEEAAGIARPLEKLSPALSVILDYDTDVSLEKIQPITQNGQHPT
Cdc25B block: human M-phase inducer phosphatase 2 inhibition | P30305 | recombinant Cdc25B, OMFP fluorescence Ex485/Em525 | inhibition, %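 (compounds tested at 10 µM final in the well)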 | 65,000 tested, 0.1% active | AID 368; in the data active means inhibition above about 50%
Ecoli tolC: growth inhibitors of E. coli BW25113 tolC mutant; OD615; growth inhibition, % at 10 µM (by protocol); 65,000 tested, 2.2% active; AID 573;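 active means growth inhibition at or above a cutoff equal to the mean over every tested compound plus 3 SD, cut at about 60% in these data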;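 further: growth measured after 20 h incubation at 37 °C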
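Test system: tolC-deleted E. coli BW25113 | Medium: LB with kanamycin 50 µg/mL | Compound dosing: Single concentration, 10 µM final per compound | Schedule: 37 °C, 20 h exposure | Measured by: OD at 615 nm | Evaluation: Percent growth inhibition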
* marks the source's active call; other numbers are inactive results; / = not tested or not shown.

SMILES	MKP-1 inh	CatB block	AP complement	CatB mixtures	E coli RNAP	Hsp90 block	D1 mod	Cdc25B block	Ecoli tolC
O=C(NC1CCCCC1)C(c1ccco1)N(C(=O)c1csnn1)C1CCCC1 (stereo not drawn)	3	1	2	-6	6	3	-0.64	14	-7
Cn1c(/N=C/c2c[nH]c3ccccc23)nc2ccccc21	-18	6	6	-13	-1	-5	-0.65	2	-1
COc1ccc(C2C(C#N)=C(N)Oc3cc4c(cc32)OCO4)cc1 (stereo not drawn)	3	1	4	8	13	2	0.44	1	3
Cn1c(=O)c(C(=O)Nc2cccnc2)c(O)c2ccccc21	2	-3	13	9	7	-2	0.056	-14	8
CCn1cc(C(=O)NCc2ccc3c(c2)OCO3)c(=O)c2ccc(C)nc21	13	2	19	0	-4	2	4.3*	-5	-11
N#CCCN1CCN(C(=S)c2ccc(-c3ccc(Cl)c(Cl)c3)o2)CC1	29	-1	-2	1	6	0	-0.039	0	55
O=C(NC1CCCCC1)N1CCN(CCc2ccccc2)CC1	1	-1	4	3	6	2	-0.57	-8	-1
CCC(C)NC(=O)C1CCN(C(=O)c2ccccc2)CC1 (stereo not drawn)	2	0	18	6	5	-1	-0.55	-6	-11
O=C(CCSCc1ccccc1F)N1CCN(c2ccccn2)CC1	-1	0	6	2	5	-1	-0.093	-3	6
O=C(NCc1ccc2c(c1)OCO2)c1ccc(NS(=O)(=O)c2ccc3c(c2)OCCO3)cc1	21	4	-1	7	10	0	4.2	-6	23
COc1ccc(CC(=O)Nc2c3c(nn2C(C)(C)C)CS(=O)C3)cc1 (stereo not drawn)	3	1	23	2	5	-1	-0.022	-11	-4
COc1ncnc(OC)c1NC(=O)c1ccc(F)cc1	-1	3	17	3	5	-2	/	-6	-11

The last seven entries of the part before open the next one.
SMILES	MKP-1 inh	CatB block	AP complement	CatB mixtures	E coli RNAP	Hsp90 block	D1 mod	Cdc25B block	Ecoli tolC
N#CCCN1CCN(C(=S)c2ccc(-c3ccc(Cl)c(Cl)c3)o2)CC1	29	-1	-2	1	6	0	-0.039	0	55
O=C(NC1CCCCC1)N1CCN(CCc2ccccc2)CC1	1	-1	4	3	6	2	-0.57	-8	-1
CCC(C)NC(=O)C1CCN(C(=O)c2ccccc2)CC1 (stereo not drawn)	2	0	18	6	5	-1	-0.55	-6	-11
O=C(CCSCc1ccccc1F)N1CCN(c2ccccn2)CC1	-1	0	6	2	5	-1	-0.093	-3	6
O=C(NCc1ccc2c(c1)OCO2)c1ccc(NS(=O)(=O)c2ccc3c(c2)OCCO3)cc1	21	4	-1	7	10	0	4.2	-6	23
COc1ccc(CC(=O)Nc2c3c(nn2C(C)(C)C)CS(=O)C3)cc1 (stereo not drawn)	3	1	23	2	5	-1	-0.022	-11	-4
COc1ncnc(OC)c1NC(=O)c1ccc(F)cc1	-1	3	17	3	5	-2	/	-6	-11
COc1ccccc1NC(=O)N(c1c(N)n(Cc2ccccc2)c(=O)[nH]c1=O)C1CCCC1	12	5	6	6	1	23	0.57	5	-20
Cn1c(=O)c2cc(S(=O)(=O)N3CCN(c4cccc(C(F)(F)F)c4)CC3)ccc2n(C)c1=O	16	-1	9	0	6	-2	0.33	-10	5
CCOC(=O)c1ccccc1NC(=O)c1ccccc1SC	2	2	10	0	8	1	-0.046	-4	9
Cc1csc(NC(=O)c2nc3nccc(C)n3n2)n1	14	-2	6	3	8	-3	-0.97	-2	-3
COc1cc(OC)cc(C(=O)Nc2ccc(S(=O)(=O)N(C)C)cc2)c1	-2	-2	18	-3	-3	1	-0.54	7	19
CC1CCCN(c2nc3ccsc3c(=O)s2)C1 (stereo not drawn)	2	0	9	1	2	-3	3.8*	-4	15
CC1CCCN(C(=O)COC(=O)c2n[nH]c3ccccc23)C1 (stereo not drawn)	-2	3	0	-8	7	-3	0.34	-20	3
COc1ccc(-n2c(Cn3c(=O)sc4ccccc43)nnc2SCC(=O)N2CCOCC2)cc1	5	-4	4	3	6	0	0.49	-7	-10
CN1CCN(c2nc(N3CCN(CCO)CC3)nc3ccccc23)CC1	-2	1	15	1	4	-2	-0.00066	3	-15
COc1ccc(OCCC(=O)NC2=NCCS2)cc1	-11	3	-1	2	5	1	0.046	-1	-5
COc1ccc(-c2cn3c(C)c(C(=O)Nc4ccncc4)sc3n2)cc1	41	0	20	4	6	1	-3.3*	-7	3
CC(=O)c1ccc(OCC(O)COc2ccc(C(C)=O)cc2)cc1	-1	7	2	2	9	-5	0.17	-10	-1
Cc1ccc2[nH]c(=O)c(CN(CC3CCCO3)S(=O)(=O)c3c(C)ccc4nsnc34)cc2c1 (stereo not drawn)	19	3	9	6	12	-2	-0.063	-11	9
COc1cc(C2CC(=O)c3cnc(N4CCN(Cc5ccccc5)CC4)nc3C2)cc(OC)c1OC (stereo not drawn)	33	1	19	4	7	-2	-0.97	1	43
CCn1c(=O)c(C(=O)Nn2c(C)nc3ccccc3c2=O)c(O)c2ccccc21	-29	2	3	-7	1	-2	-0.46	4	91*
O=S(=O)(NCCOc1cccc2cccnc12)c1ccc(F)cc1	-5	0	21	2	6	-6	-0.073	-4	4
COC(=O)c1ccc(N=c2sc(C(=O)OC)cc(=O)n2C)cc1	12	3	1	-2	1	-1	-1.2	-9	-2
Cc1[nH]c2ccccc2c1CC(=O)O	0	4	7	1	1	-15	-0.019	-3	-7
COc1ccccc1N1CCN(CCCC(=O)c2ccc(F)cc2)CC1	4	1	16	4	6	-2	-1.5	-15	-3
Cc1ccc2cc(C(c3nnnn3C3CCCC3)N3CCOCC3)c(=O)[nH]c2c1C (stereo not drawn)	5	6	11	4	9	-2	1.5	-9	-3
CN1CCN(S(=O)(=O)c2ccc(N(C)Cc3cccs3)nc2)CC1	-9	-4	10	5	2	2	-2.1	8	-9
Nc1ccc(-n2nnnc2-c2ccco2)cc1	4	-4	11	4	1	0	0.8	4	2
C=CCNC(=O)c1ccccc1NS(=O)(=O)c1ccc(SC)cc1	25	5	-1	3	2	-10	-0.13	-1	32
Cc1cc(NC(=O)COC(=O)CSCc2ccc(Cl)c(Cl)c2)no1	-10	6	0	-2	4	2	-0.23	1	3
CC(c1ccc(Br)cc1)N1CC23C=CC(O2)C(C(=O)O)C3C1=O (stereo not drawn)	0	2	11	4	6	-2	0.04	-8	-7
CC(NC(=O)c1ccc(CS(=O)(=O)Cc2ccccc2F)o1)c1ccc2c(c1)OCCO2 (stereo not drawn)	29	4	-3	-2	8	-5	/	3	7
COC(=O)c1ccc(CSc2ccc3nnc(-c4cccc(F)c4)n3n2)o1	-2	2	28	7	5	0	2.4	-12	24
CCC(NC(=O)Nc1cc(OC)c(OC)c(OC)c1)(C(F)(F)F)C(F)(F)F	-5	1	3	1	12	-1	-0.26	-24	5
CCOC(=O)c1snc2c(=O)[nH]cnc12	12	1	7	6	4	-1	-0.19	11	-21
CCN(CC)S(=O)(=O)c1cccc(C(=O)NCCCN2CCOCC2)c1	5	-2	12	1	4	-1	-0.65	27	-17
CC(=O)NC1CC2CCCC(C1)N2CC(=O)N1CCCc2ccccc21 (stereo not drawn)	17	1	9	5	9	1	-0.36	0	-17
Cc1ccc(S(=O)(=O)N2CCCC2)cc1S(=O)(=O)N1CCCC1	2	-1	8	3	3	-1	-0.45	-7	-3
N#CC1=C(N)NC(SCc2ccc(Cl)cc2)=C(C#N)C12CCCCC2	-13	0	/	/	1	-8	-0.51	-17	7
COCCCNC(=O)c1ccc(CS(=O)(=O)Cc2cccc(C)c2)o1	7	2	11	-1	2	-2	-0.32	-6	-24
NC(=O)c1ccsc1NC(=O)c1ccco1	7	-3	-2	-5	6	0	0.32	-8	11
CCn1c(C)nc2cc(S(=O)(=O)N3CCCCC3)ccc21	0	2	2	7	7	-1	-0.37	17	1
Brc1cccc(-c2nnc(-c3ccccc3)o2)c1	12	3	12	2	4	-2	-1.7	-5	37
Cc1nc(N2CCOCC2)c(C#N)c2c1COC(C)(C)C2	-13	7	/	/	/	1	/	-4	22
CCCc1c(C)c2cccc(C)c2[nH]c1=O	12	-3	12	5	2	1	0.68	-3	6
Cc1cccc(NC(=O)c2cnc3ccccn3c2=O)c1	-3	1	27	0	-1	-1	-4.3*	0	-5
CCOCCNC(=O)c1ccccc1C(=O)NCCOCC	-9	/	/	/	/	-5	0.83	2	-16
Cc1ccc(C2Nc3ccccc3-c3nc4ccccc4n32)o1 (stereo not drawn)	10	-1	11	-1	-13	-7	1.7	-12	13
CN(C)S(=O)(=O)c1ccc(S(=O)(=O)Nc2ccc3c(c2)oc2ccccc23)cc1	-13	-1	-12	0	-7	2	-0.96	-2	-10
Cc1n[nH]c(=O)nc1NC1CCCCC1	-4	/	/	/	/	1	-0.35	0	-22
CC(=O)Nc1ccc(NC(=O)C2CC(=O)N(c3cccc(C)c3C)C2)cc1 (stereo not drawn)	8	1	-3	-2	8	0	0.023	-3	-10
COc1cccc(S(=O)(=O)Nc2ccc(C(=O)NCc3ccco3)cc2)c1	1	8	-11	4	5	-3	0.61	3	32
COc1cccc(C(=O)Cn2c(=N)n(C)c3ccccc32)c1	-11	7	5	5	10	-2	-0.49	11	1
COc1c2occc2c(OC)c2c(=O)cc(C)oc12	-12	1	7	5	8	-2	5.7	-5	-1
